Screening results from PubChem BioAssay.
TNF necrop inh = blocks TNF-alpha induced death of Jurkat FADD-/- cells | 0.068% of 220,000 active | Jurkat FADD-/- TNF necroptosis rescue, ATP luminescence, 24 h; 0 = TNF only, 100 = no-TNF cells | activation (protection from cell death), % at 10 µM;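 active = activation, meaning protection from cell death, of at least 50% relative to plate controls; inactive = activation below 50%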;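 note: necroptosis triggered by 40 ng/mL TNF-alpha added together with compound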
FXIa inh = blocks human coagulation factor XIa protease activity. P03951. purified FXIa, Boc-Glu-Ala-Arg-AMC fluorogenic substrate. inhibition, % at 5 µM. 0.14% of 220,000 active;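 active = inhibition of at least 40%; inactive = inhibition below 40%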;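 note: fluorescence of freed AMC excited at 355 nm; 0% = enzyme without compound and 100% = no enzyme blank; many of its hits are not listed in these tables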
EP2 antag = EP2 receptor (human) inhibition; P43116; C6 glioma cells expressing human EP2, cAMP TR-FRET; cells stimulated with saturating PGE2; inhibition, % at 25 µM; 0.52% of 260,000 active;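 active = percent inhibition above 40 after rounding to a whole number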;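 note: rat C6 glioma host cells with rolipram phosphodiesterase inhibitor present; the protocol text gives 20 µM as final concentration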
Target sequence (P43116 whole entry, looked up): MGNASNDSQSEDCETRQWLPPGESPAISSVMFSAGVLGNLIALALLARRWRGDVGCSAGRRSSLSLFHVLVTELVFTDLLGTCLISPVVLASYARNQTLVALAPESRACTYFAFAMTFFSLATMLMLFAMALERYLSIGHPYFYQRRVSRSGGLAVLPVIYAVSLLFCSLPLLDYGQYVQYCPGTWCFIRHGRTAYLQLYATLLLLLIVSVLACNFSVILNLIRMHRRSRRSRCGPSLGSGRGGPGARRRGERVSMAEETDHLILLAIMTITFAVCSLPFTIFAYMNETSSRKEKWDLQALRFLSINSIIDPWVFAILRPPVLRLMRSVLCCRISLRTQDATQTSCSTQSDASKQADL
FXIIa inh = factor XIIa (human) inhibition; 0.3% of 220,000 active; inhibition, % at 5 µM; purified FXIIa, Boc-QGR-AMC fluorogenic substrate, 2 h; in the data active = inhibition above about 40%;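 note: 0% = enzyme with no compound and 100% = blank without enzyme; many of its hits are not listed in these tables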
Target sequence (P00748 20-372 limits assumed): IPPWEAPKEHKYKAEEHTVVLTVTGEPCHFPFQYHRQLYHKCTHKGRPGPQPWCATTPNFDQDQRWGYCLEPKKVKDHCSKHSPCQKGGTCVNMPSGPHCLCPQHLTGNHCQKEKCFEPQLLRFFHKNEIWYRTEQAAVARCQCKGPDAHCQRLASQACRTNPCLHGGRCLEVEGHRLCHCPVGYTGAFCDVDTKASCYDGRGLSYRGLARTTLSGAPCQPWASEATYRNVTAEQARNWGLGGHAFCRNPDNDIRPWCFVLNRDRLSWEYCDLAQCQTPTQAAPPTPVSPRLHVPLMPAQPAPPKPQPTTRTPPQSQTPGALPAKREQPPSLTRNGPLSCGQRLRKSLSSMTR
Target sequence (P00748 373-615 limits assumed): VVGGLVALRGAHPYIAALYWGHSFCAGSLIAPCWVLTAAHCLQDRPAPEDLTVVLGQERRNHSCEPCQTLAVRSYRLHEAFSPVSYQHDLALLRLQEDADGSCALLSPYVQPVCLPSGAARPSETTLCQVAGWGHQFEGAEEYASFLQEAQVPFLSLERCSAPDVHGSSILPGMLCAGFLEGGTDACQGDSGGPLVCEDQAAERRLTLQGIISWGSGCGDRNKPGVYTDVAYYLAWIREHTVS
PPC-1+TRAIL kill = compounds killing PPC-1 cancer cells with TRAIL present (potentiator screen, no TRAIL-free arm); PPC-1 cells + TRAIL, ATPLite viability luminescence; cell killing (% activity), % at 4 µM; 0.41% of 220,000 active;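 active = cell killing above 50% in the first pass at 4 µM, then a duplicate retest at 5 µM averaging 50% or more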;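 note: plate controls were cells with TRAIL plus DMSO for no effect and medium-only wells lacking cells for full effect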
L929 necroptosis = blocks zVAD induced death of L929 cells. L929 zVAD necroptosis rescue, ATP luminescence, 24 h; with zVAD 60 µM. viability rescue, % at 10 µM. 0.38% of 220,000 active. AID 1377;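 active = activation, scaled between plate controls, above about 75%, limit read from the data; inactive = activation under that limit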;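 note: 0% = zVAD with DMSO and 100% = DMSO alone without zVAD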
Tb hexokinase = T. brucei hexokinase 1 inhibition | recombinant TbHK1, G6PDH-coupled NADH A340 | inhibition, % at 10 µM | 0.11% of 220,000 active | AID 1430;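 active = inhibition of 50% or more in the single-dose primary screen; inactive = inhibition below 50%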
CHOP inh = CHOP inhibition in unfolded protein response; CHO-K1 CHOP-promoter luciferase, tunicamycin-induced, 15-18 h; 3.8% of 220,000 active; inhibition, % at 10 µM; AID 2732;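 active = compounds that reduced the stress-induced luciferase reporter signal by more than about 70% of percent inhibition, limit read from the data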;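 note: 0% = tunicamycin plus vehicle and 100% = wells without tunicamycin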
Wee1 degr inh = inhibitors of human Wee1 degradation; P30291; HeLa Luc-Wee1K328M stability, luciferase luminescence; 100% = proteasome inhibitor MG132 effect; reporter increase, % at 5 µM; 1.2% of 220,000 active; AID 1321;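 active = activation above the mean of all tested compounds plus 3 SD, set per screening run, cut at about 8.8% in these data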;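 note: cells exposed to compound for 20 h before luminescence read; 0% = DMSO alone and 100% = MG132 at 30 µM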
Starred values were filed as active, the others as inactive; & = joins results of further samples. A portion of the library, so the mix of outcomes need not match the whole.

For COc1ccc(-c2csc(N(CC3CCCO3)C(=O)c3ccc(C)cc3)n2)cc1 (stereo unspecified) the results were TNF necrop inh -1.1, FXIa inh 9, EP2 antag 5, FXIIa inh 17, PPC-1+TRAIL kill 37, L929 necroptosis -0.2, Tb hexokinase 2, CHOP inh -3 and Wee1 degr inh -1.
Screening O=C(Cc1ccc(F)cc1)N/N=C/c1ccncc1 returned TNF necrop inh 0.5, FXIa inh 19, EP2 antag 5, FXIIa inh 36, PPC-1+TRAIL kill 21, L929 necroptosis -0.8, Tb hexokinase 0, CHOP inh 8 and Wee1 degr inh 0.
`C=C(C)C(=O)Nc1cccnc1Oc1ccc(F)cc1` gave TNF necrop inh 0.8, FXIa inh -7, EP2 antag 5, FXIIa inh -2, PPC-1+TRAIL kill -9, L929 necroptosis -0.3, Tb hexokinase -10, CHOP inh -2 and Wee1 degr inh -4.
`COC(=O)CC1NCCNC1=O` (stereo unspecified) gave TNF necrop inh -2.0, FXIa inh -6, EP2 antag 6, FXIIa inh 6, PPC-1+TRAIL kill 10, L929 necroptosis 0.1, Tb hexokinase 2, CHOP inh -11 and Wee1 degr inh -2.
COC(=O)[C@@H](N)CS was read as TNF necrop inh 2.0, FXIa inh 8, EP2 antag 20, FXIIa inh 10, PPC-1+TRAIL kill -6, L929 necroptosis 1.7, Tb hexokinase 0, CHOP inh 12 and Wee1 degr inh 4.
`CCc1cc2c(COC(=O)c3c(C)noc3C)cc(=O)oc2cc1O` gave TNF necrop inh -3.4, FXIa inh -8, EP2 antag 6, FXIIa inh 0, PPC-1+TRAIL kill -6, L929 necroptosis 0.3, Tb hexokinase -1, CHOP inh 95* and Wee1 degr inh 2.
CCCCN1C(=S)NC[C@@H]1C(C)CC (stereo partly specified) was read as TNF necrop inh -0.2, FXIa inh -1, EP2 antag -1, FXIIa inh 13, PPC-1+TRAIL kill 16, L929 necroptosis -0.3, Tb hexokinase -1, CHOP inh -7 and Wee1 degr inh 0.
For COc1ccc(Nc2cc(C)c3c(O)cccc3n2)cc1 the results were TNF necrop inh -4.0, FXIa inh 1, EP2 antag 12, FXIIa inh 3, PPC-1+TRAIL kill -1, L929 necroptosis 4.0, Tb hexokinase -17, CHOP inh 31 and Wee1 degr inh 0.
`CCOC(=O)N1CCN(C(=O)COc2ccc(Cl)cc2)CC1` gave TNF necrop inh 1.8, FXIa inh 5, EP2 antag 7, FXIIa inh 15, PPC-1+TRAIL kill -9, L929 necroptosis 0.5, Tb hexokinase -2, CHOP inh -4 and Wee1 degr inh 2.
For Cc1ccc(NC(=O)COc2ccc(C3SCCS3)cc2)cc1 the results were TNF necrop inh 2.6, FXIa inh 5, EP2 antag 10, FXIIa inh 11, PPC-1+TRAIL kill 11, L929 necroptosis 0.1, Tb hexokinase -1, CHOP inh 42 and Wee1 degr inh 1.
Screening Cc1ccc(NC(=O)C2CC(=O)N/C(=N/NC(=O)c3ccc(C)cc3)S2)cc1 (stereo unspecified) returned TNF necrop inh 0.9, FXIa inh 1, EP2 antag 17, FXIIa inh 2, PPC-1+TRAIL kill -1, L929 necroptosis 0.6, Tb hexokinase -10, CHOP inh 2 and Wee1 degr inh 0.
Screening COC(=O)CCN1CCN(S(=O)(=O)c2cccc(Br)c2)CC1 returned TNF necrop inh 0.5, FXIa inh 6, EP2 antag 5, FXIIa inh 7, PPC-1+TRAIL kill -2, L929 necroptosis 2.6, Tb hexokinase -3, CHOP inh 9 and Wee1 degr inh 1.
For CCOCCCNC(=O)c1ccc(N2CCOCC2)c(NS(=O)(=O)c2ccc(OC)cc2)c1 the results were TNF necrop inh 1.9, FXIa inh -8, EP2 antag 8, PPC-1+TRAIL kill 0, L929 necroptosis 4.4, Tb hexokinase -2, CHOP inh 5 and Wee1 degr inh 0.
`COC(=O)c1c(NC(=O)Cn2cc([N+](=O)[O-])cn2)sc2c1CCC2` gave TNF necrop inh -1.5, FXIa inh -1, EP2 antag 12, FXIIa inh 2, PPC-1+TRAIL kill 3, L929 necroptosis -0.1, Tb hexokinase -5, CHOP inh 47 and Wee1 degr inh -1.
Screening CCOC(=O)/C(C)=N/Nc1nc(-c2ccc(NC(C)=O)cc2)cs1 returned TNF necrop inh -9.4, FXIa inh -1, EP2 antag 2, FXIIa inh 0, PPC-1+TRAIL kill 14, L929 necroptosis 2.5, Tb hexokinase -39, CHOP inh -3 and Wee1 degr inh 1.
For CN1CCN(CC(=O)Nc2ccccc2Sc2ccccc2)CC1 the results were TNF necrop inh 0.8, FXIa inh -3, EP2 antag 7, FXIIa inh 1, PPC-1+TRAIL kill 12, L929 necroptosis -1.3, Tb hexokinase 1, CHOP inh 25 and Wee1 degr inh 3.
Screening CCOc1ccccc1NC(=O)C1C2C=CC(O2)C1C(=O)O (stereo unspecified) returned TNF necrop inh 0.0, FXIa inh 2, EP2 antag 9&5, FXIIa inh 3, PPC-1+TRAIL kill 10, L929 necroptosis 0.6, Tb hexokinase -4, CHOP inh 24 and Wee1 degr inh 0.
For O=C(C[n+]1cc2ccccc2c2ccccc21)c1ccccc1 the results were TNF necrop inh 2.1, FXIa inh 2, EP2 antag 1, FXIIa inh 8, PPC-1+TRAIL kill 32, L929 necroptosis -0.8, Tb hexokinase -13, CHOP inh 17 and Wee1 degr inh -2.
C=CCSc1nc2ccccc2n1Cc1nnc(-c2cccs2)o1 was read as TNF necrop inh -3.7, FXIa inh -6, EP2 antag 15, FXIIa inh 6, PPC-1+TRAIL kill 7, L929 necroptosis -0.5, Tb hexokinase 1, CHOP inh -1 and Wee1 degr inh 0.
Screening O=C(NC1CCCC1)C(c1ccco1)N(Cc1ccccc1)C(=O)c1csnn1 (stereo unspecified) returned TNF necrop inh -1.3, FXIa inh 4, EP2 antag 2&4, FXIIa inh 8, PPC-1+TRAIL kill 5, L929 necroptosis -0.2, Tb hexokinase 7, CHOP inh -15 and Wee1 degr inh 2.
`Cc1ccc(S(=O)(=O)N2CCN(c3ccc4nnc(-c5ccccc5)n4n3)CC2)cc1` gave TNF necrop inh -7.3, FXIa inh -8, EP2 antag 12, FXIIa inh 2, PPC-1+TRAIL kill 20, L929 necroptosis 0.0, Tb hexokinase -25, CHOP inh 57 and Wee1 degr inh 2.
Screening COc1ccc(S(=O)(=O)N[C@H](C(=O)N2CC[C@@]3(O)CCCC[C@H]3C2)c2ccccc2)cc1 returned TNF necrop inh 0.4, FXIa inh 2, EP2 antag 18, FXIIa inh 17, PPC-1+TRAIL kill 18, L929 necroptosis -0.1, Tb hexokinase 2, CHOP inh -3 and Wee1 degr inh 1.
For C=CCS(=O)(=O)N1CCCC(C(=O)c2cccc(Cl)c2)C1 (stereo unspecified) the results were TNF necrop inh 0.0, FXIa inh -4, EP2 antag 4, FXIIa inh 1, PPC-1+TRAIL kill 2, L929 necroptosis -0.2, Tb hexokinase 2, CHOP inh 12 and Wee1 degr inh -1.
Cc1ccnc2nc(C(=O)OCC(=O)NC(=O)NCc3ccco3)nn12 was read as TNF necrop inh -0.5, FXIa inh -4, EP2 antag 1, FXIIa inh 4, PPC-1+TRAIL kill -6, L929 necroptosis -0.6, Tb hexokinase 0, CHOP inh 18 and Wee1 degr inh -2.
`CCn1c(Cc2c(C)[nH]c3ccccc23)nnc1SCC(N)=O` gave TNF necrop inh -0.7, FXIa inh -1, EP2 antag 15, FXIIa inh 13, PPC-1+TRAIL kill -18, L929 necroptosis -0.1, Tb hexokinase -4, CHOP inh 15 and Wee1 degr inh 0.
CCc1ccc(OCC(=O)N/N=C(\C)c2ccccc2OC(F)F)cc1 was read as TNF necrop inh 1.2, FXIa inh 4, EP2 antag 2, FXIIa inh 9, PPC-1+TRAIL kill 27, L929 necroptosis 0.4, Tb hexokinase 5, CHOP inh 54 and Wee1 degr inh -2.
For Cc1nc(S/C(=C/c2ccc(-c3cccc(Cl)c3)o2)C(=O)O)n[nH]1 the results were TNF necrop inh 0.6, FXIa inh 1, FXIIa inh 2, PPC-1+TRAIL kill 23, L929 necroptosis 0.5, Tb hexokinase 8, CHOP inh -2 and Wee1 degr inh 3.
Cc1ccsc1/C=N/NC(=O)C(=O)NCC(C)C was read as TNF necrop inh 0.1, FXIa inh -5, EP2 antag 4, FXIIa inh 6, PPC-1+TRAIL kill -13, L929 necroptosis 2.8, Tb hexokinase -23, CHOP inh -28 and Wee1 degr inh 1.
COCCNC(=O)Cc1ccc(Br)cc1 was read as TNF necrop inh 3.2, FXIa inh 5, EP2 antag 15, FXIIa inh 8, PPC-1+TRAIL kill 7, L929 necroptosis 0.8, Tb hexokinase -5, CHOP inh -2 and Wee1 degr inh 0.
For CC(C)NC(=O)CSc1nncn1-c1ccccc1 the results were TNF necrop inh -0.3, FXIa inh 1, EP2 antag 0, FXIIa inh 18, PPC-1+TRAIL kill 18, L929 necroptosis 3.0, Tb hexokinase -2, CHOP inh -18 and Wee1 degr inh 1.

A section from further up:
For COc1ccc(-c2csc(N(CC3CCCO3)C(=O)c3ccc(C)cc3)n2)cc1 (stereo unspecified) the results were TNF necrop inh -1.1, FXIa inh 9, EP2 antag 5, FXIIa inh 17, PPC-1+TRAIL kill 37, L929 necroptosis -0.2, Tb hexokinase 2, CHOP inh -3 and Wee1 degr inh -1.
Screening O=C(Cc1ccc(F)cc1)N/N=C/c1ccncc1 returned TNF necrop inh 0.5, FXIa inh 19, EP2 antag 5, FXIIa inh 36, PPC-1+TRAIL kill 21, L929 necroptosis -0.8, Tb hexokinase 0, CHOP inh 8 and Wee1 degr inh 0.

Other structures.
For Cc1nn(-c2ccccc2)c(C)c1NC(=O)c1ccc(S(=O)(=O)N2CCCC2)cc1 the results were TNF necrop inh -2.7, FXIa inh 5, EP2 antag 11, FXIIa inh 20, PPC-1+TRAIL kill 17, L929 necroptosis 0.2, Tb hexokinase 3, CHOP inh 13 and Wee1 degr inh -5.
`CC1(C)CC(C(N)=S)CCO1` (stereo unspecified) gave TNF necrop inh -0.1, FXIa inh 2, EP2 antag 8, FXIIa inh 7, PPC-1+TRAIL kill 24, L929 necroptosis 0.2, Tb hexokinase -2, CHOP inh 22 and Wee1 degr inh 2.
`COc1cc(OC)cc(-c2nnc(SCC(=O)N3CCCC3)o2)c1` gave TNF necrop inh -4.3, FXIa inh 2, EP2 antag 15, FXIIa inh 5, PPC-1+TRAIL kill 10, L929 necroptosis 0.0, Tb hexokinase 0, CHOP inh 4 and Wee1 degr inh 2.
CCC(C)(C)C(=O)Nc1cc([N+](=O)[O-])ccc1F was read as TNF necrop inh 1.5, FXIa inh 13, EP2 antag 7, FXIIa inh 20, PPC-1+TRAIL kill 8, L929 necroptosis -0.1, Tb hexokinase -7, CHOP inh 3 and Wee1 degr inh 1.
`COc1cc(Nc2ccccc2Cl)c([N+](=O)[O-])nc1[N+](=O)[O-]` gave TNF necrop inh -3.4, FXIa inh 5, EP2 antag 6, FXIIa inh 15, PPC-1+TRAIL kill 9, L929 necroptosis -0.2, Tb hexokinase -23, CHOP inh -10 and Wee1 degr inh -1.
For CCOC(=O)Cn1c(=O)oc2cc(S(=O)(=O)Nc3ccc(N(CC)CC)cc3C)ccc21 the results were TNF necrop inh -6.3, FXIa inh -14, EP2 antag 6, FXIIa inh 2, PPC-1+TRAIL kill 5, L929 necroptosis -0.4, Tb hexokinase 6, CHOP inh 52 and Wee1 degr inh -2.
`CCOc1ccccc1C1C(C#N)=C(N)Oc2cc(C)n(Cc3ccccn3)c(=O)c21` (stereo unspecified) gave TNF necrop inh 1.1, FXIa inh 3, EP2 antag 2, FXIIa inh 5, PPC-1+TRAIL kill 25, L929 necroptosis 0.2, Tb hexokinase -6, CHOP inh -11 and Wee1 degr inh 0.
